CHT allo act: human CHT allosteric activation | Q9GZV3 | CHT-expressing cells, membrane potential dye, choline EC20; stronger effect = higher value; LV-AA mutant CHT in HEK293 cells | B-score at 10 µM | hit rate 0.49% among 310,000 | AID 488977;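 active = initial fluorescence not abnormally high and integrated response B-score, plate-corrected, over 3 SD above library mean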
Target sequence (Q9GZV3 whole entry, looked up): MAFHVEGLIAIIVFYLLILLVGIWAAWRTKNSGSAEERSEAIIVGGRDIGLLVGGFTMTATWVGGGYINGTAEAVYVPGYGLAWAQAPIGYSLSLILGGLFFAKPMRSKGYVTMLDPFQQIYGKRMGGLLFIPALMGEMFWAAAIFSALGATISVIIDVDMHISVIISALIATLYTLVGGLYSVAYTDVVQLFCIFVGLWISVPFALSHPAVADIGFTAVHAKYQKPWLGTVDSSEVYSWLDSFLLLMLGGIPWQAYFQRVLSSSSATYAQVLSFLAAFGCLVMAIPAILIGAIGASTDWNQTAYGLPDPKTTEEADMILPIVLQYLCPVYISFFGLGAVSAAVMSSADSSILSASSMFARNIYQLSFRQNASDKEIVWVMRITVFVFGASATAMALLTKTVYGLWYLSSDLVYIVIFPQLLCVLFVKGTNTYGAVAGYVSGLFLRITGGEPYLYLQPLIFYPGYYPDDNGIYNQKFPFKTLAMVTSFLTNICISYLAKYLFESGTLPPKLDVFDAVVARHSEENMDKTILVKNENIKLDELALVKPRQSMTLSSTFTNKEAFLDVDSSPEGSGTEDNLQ
CHT block: inhibits the human high affinity choline transporter; Q9GZV3; CHT-expressing cells, membrane potential dye, choline response; stronger effect = lower value; B-score at 10 µM; hit rate 0.86% among 310,000; AID 488975;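 active = B-score over 3 SD under the library average, and starting fluorescence ratio not unusually high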;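 note: choline stimulus applied at its EC90 after an EC20 pre-addition; B-score computed on integrated fluorescence ratio after choline addition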
Starred values were filed as active, the others as inactive; i = inactive.

canonical_smiles,CHT allo act,CHT block
COc1ccc(/C=N/Nc2cc(N3CCOCC3)nc(C)n2)c(OC)c1,i,i
CCOC(=O)CSc1n[nH]c(NC(=O)c2cccc(C(F)(F)F)c2)n1,i,i
COc1ccc(C(=O)C2CCCN(C(=O)c3ccc4cc[nH]c4c3)C2)c(C)c1 (centres undefined),i,i
C=CCOc1ccc(/C(O)=C2/C(=O)C(=O)N(CCCn3ccnc3)C2c2ccco2)cc1 (centres undefined),i,i
CN1CCN(C(=O)CN(c2ccccc2)S(=O)(=O)N(C)C)CC1,i,i
Cc1cc(C(=O)CSc2nc(N)cc(N)n2)c(C)n1C1CC1,i,i
CC(=O)/C(N=Nc1cc2c(c([N+](=O)[O-])c1C)C(C)(C)CC2(C)C)=C(\C)O,i,i
O=C(O)c1cnn(-c2nc(-c3cccc(F)c3)cs2)c1C(F)(F)F,i,i
CCOC(=O)c1cc2ccc(OC)c(OC)c2c(=O)s1,i,i
Fc1ccc(/C=N/n2c(-c3cccs3)n[nH]c2=S)cc1,i,i
CCN(CC(=O)Nc1c(F)cccc1F)C(=O)CSc1nc2ccccc2o1,i,i
CC(OC(=O)c1cc2sccc2n1C)C(=O)NCCc1ccccc1 (centres undefined),i,i
O=C(Nc1cccc2ncccc12)c1cc([N+](=O)[O-])ccc1Cl,i,i
CCNS(=O)(=O)c1ccc(NC(=O)c2cc(C(F)(F)F)nn2C)cc1,i,i
COC(=O)c1ccc(N2CCN(S(=O)(=O)c3c(C)cc(C)cc3C)CC2)c([N+](=O)[O-])c1,i,i
O=C(NCc1ccccn1)C1CCCN(Cc2cnn(-c3ccccc3)c2-n2cccc2)C1 (centres undefined),i,i
COc1ccccc1NC(=S)NC(=O)CCCOc1ccc(Cl)cc1Cl,i,i
CC(C)=CCC/C(C)=C/C=N/NC(=O)c1ccc([N+](=O)[O-])cc1,i,i
CCOC(=O)c1sc(-c2ccc(C)cc2)c(C#N)c1C,i,i
Cc1ccc(NC(=O)NCC2CCN(Cc3cccc(Cl)c3)CC2)c(Cl)c1,i,i
Cc1ccc(CCNC(=O)C23C[C@H]4C[C@@H](C2)CC(n2nnc(C)n2)(C4)C3)cc1,i,i
O=S(=O)(Nc1ccc(Cl)cn1)c1cccc(S(=O)(=O)c2ccccc2)c1,i,i
O=C1NC(=Nc2ccccc2Cl)SC1(CO)CO,i,i
CCc1ccc(C(C)NC(=O)c2ccc3c(c2)OCO3)cc1 (centres undefined),i,i
CCN(CC)C(=O)COc1ccc(/C(C)=N/NC(=O)c2ccccc2-n2cccc2)cc1,i,i
CC(C)N1C(=O)C2C(C(=O)NCc3ccccc3)C3C=CC2(O3)C1C(=O)NC(C)(C)C (centres undefined),i,i
COC(=O)C1=C(C)NC(C)=C(C(=O)OC)C1C(=O)OC1CCCCC1=O (centres undefined),i,i
CC12C(=O)N(c3ccccc3C(=O)O)C(=O)C1C1C=CC2C1 (centres undefined),i,i
COC(=O)[C@@H]1C[C@@H]2CC[C@@H](O)C[C@@H]2N1Cc1ccc(OC)cc1,i,i
CCc1ccc2[nH]c(=O)c(C(c3nnnn3Cc3ccc(OC)cc3)N3CCOCC3)cc2c1 (centres undefined),i,i
CCOc1cc(C(=O)NCCCn2ccnc2)cc(OCC)c1OCC,i,i
O=C(CSc1nc(C2CCCCC2)n(-c2ccccc2)n1)NCCN1C(=O)CSC1=O,i,i
CC1CCC(N2CCNCC2)CC1 (centres undefined),i,i
CCOC(=O)c1c(C)n(C)c2ccc(OCCN(C)C)cc12,i,i
COCCNc1ncnc2c1cnn2Cc1ccccc1Cl,i,i
Cc1cc(C)nc(Oc2ccc(Br)cc2)n1,i,i
S=C1NC(c2ccccc2)=CC(c2ccccc2)N1 (centres undefined),i,i
CN(C)C=Nc1nonc1-c1ccc(Cl)cc1,i,i
O=C(O)/C=C/C(=O)NC1CC1,i,i
CCOc1cc(NC(=O)c2ccco2)c(OCC)cc1NC(=O)c1cc(OC)c(OC)c(OC)c1,i,i
O=c1c2ccccc2oc2ccc(-c3ccc4[nH]ccc4c3)cc12,i,i
CSc1ccccc1C(=O)Nc1cccc([N+](=O)[O-])c1,i,i
CCNC(=O)NC(=O)C(C)SCc1ccccc1C (centres undefined),i,i
Cn1c2ccccc2n2c(=O)c(=O)n(CC(=O)N3CCCc4ccccc43)nc12,i,i
CCCNC(=O)CSc1nnc(-c2ccc(F)cc2)o1,i,i
O=C(COC(=O)c1cnccn1)c1ccc(Cl)c([N+](=O)[O-])c1,i,i
Cc1ccc(NS(=O)(=O)c2ccc(C(=O)NCc3cccnc3)cc2)cc1,i,i
CCOC(=O)c1nn(-c2ccccc2)c(=O)cc1OCC(=O)Nc1cc(C)ccc1C,i,i
O=C(NC1CCCCC1)C1CCCN1C(=O)Nc1ccccc1 (centres undefined),i,i
CC(C)(C)NC(=O)CN(C(=O)Cn1nnc(-c2ccc(Cl)cc2)n1)C1CCN(Cc2ccccc2)CC1,i,i

(cont.)
canonical_smiles,CHT allo act,CHT block
COCc1nnc(NC(=O)c2ccccc2[N+](=O)[O-])s1,i,i
Cc1csc(NC(=O)CSc2nnc(-c3cc(C)on3)o2)n1,i,i
CC(=O)c1c(N2CCN(CCO)CC2)nc(=S)n(-c2ccccc2)c1C,i,i
CC(=O)Nc1ccc(OCC(O)CN2C(C)CCCC2C)cc1 (centres undefined),i,i
O=C(OCC(=O)N1CCN(C(=O)c2ccco2)CC1)c1sc2ccccc2c1Cl,i,i
COc1ccc(C(=O)NCCN2CCOCC2)cc1[N+](=O)[O-],i,i
Cc1ccc(C(=O)OCC(=O)N(C)C2CCS(=O)(=O)C2)cc1[N+](=O)[O-] (centres undefined),i,i
Cc1cccc(N(C)S(=O)(=O)c2ccc3c(c2)C(C)(C)C(=O)N3C)c1,i,i
Cn1c2ccccc2c2cc(C(=O)NNC(=O)CCl)sc21,i,i
CCOc1ccccc1NC(=O)CCN1CCN(S(=O)(=O)c2ccc(Br)cc2)CC1,i,i

In another format: 4 of the compounds above.
CCOc1ccccc1NC(=O)CCN1CCN(S(=O)(=O)c2ccc(Br)cc2)CC1
  CHT allo act = i | CHT block = i
Cc1ccc(C(=O)OCC(=O)N(C)C2CCS(=O)(=O)C2)cc1[N+](=O)[O-] (centres undefined)
  CHT allo act = i | CHT block = i
Cc1cccc(N(C)S(=O)(=O)c2ccc3c(c2)C(C)(C)C(=O)N3C)c1
  CHT allo act = i | CHT block = i
COc1ccc(C(=O)NCCN2CCOCC2)cc1[N+](=O)[O-]
  CHT allo act = i | CHT block = i

Next section
canonical_smiles,CHT allo act,CHT block
COC(=O)c1sc(NC(=O)COc2ccc(C)cc2)nc1C,i,i
COCCNC(=O)Cn1nc(C(F)(F)F)cc1C,i,i
Cc1cc(N2CCC(C)CC2)c(F)cc1[N+](=O)[O-],i,i
O=C(NC1=NCCS1)C1CC(=O)N(c2ccc(F)cc2)C1 (centres undefined),i,i
Cn1cc([N+](=O)[O-])c(C(=O)Nc2ccc3c(c2)OCCO3)n1,i,i
C=CCNC(=S)N(Cc1ccccc1)Cc1ccc(F)cc1,i,i
COc1cc(OC)cc(C(=O)N2CCN(C(=O)c3ccc(-c4ccccc4)cc3)CC2)c1,i,i
C=C(C)c1cccc(C(C)(C)NC(=O)Nc2ccc(C)cn2)c1,i,i
CC(Sc1nnc2ccccn12)C(N)=O (centres undefined),i,i
CC(=O)c1ccc(OCCOc2ccc(C#N)cc2)cc1,i,i
Cc1csc(SCC(=O)c2c(N)n(C)c(=O)n(C)c2=O)n1,i,i
Cc1ccc(C(=O)Nc2cc(-c3ccn[nH]3)c(C)n(N)c2=O)cc1,i,i
NNC(=O)CN(CCc1ccccc1)S(=O)(=O)c1ccc(Cl)cc1,i,i
Cc1cc(S(=O)(=O)N2CCN=C2c2ccccc2)ccc1F,i,i
CCN(CC#CCC(O)(c1ccccc1)c1ccccc1)C(C)C,i,i
COc1cc(N=Nc2c(C)n(C)n(-c3ccccc3)c2=O)ccc1N,i,i
CS(=O)(=O)N1CCN(C(=O)Cc2ccccc2)CC1,i,i
CCCCc1cc(=O)oc2cc(OCC(=O)N3C[C@H]4C[C@@H](C3)c3cccc(=O)n3C4)ccc12,i,i
COc1ccccc1NC(=O)c1cccc2c(Br)cccc12,i,i
COc1cc(OC)c(C(=O)NCCCn2ccnc2)cc1OC,i,i
O=C(/C=C/Nc1cccc([N+](=O)[O-])c1)c1cccs1,i,i
COc1ccc(C(=O)N/N=C/c2ccc(OC)c(CN3CCCc4ccccc43)c2)cc1,i,i
COc1ccc(CNC(=O)CN(C(=O)c2csnn2)c2ccccc2F)cc1,i,i
CCCCn1c(N)c(N(CC(C)C)C(=O)C2CCN(S(=O)(=O)c3ccc(Cl)cc3)CC2)c(=O)[nH]c1=O,i,i
CCOC(=O)C(C)Sc1nc(=O)n2cccc(C)c2n1 (centres undefined),i,i
CCc1ccc(C(C)NC(=O)C2CCCC2)cc1 (centres undefined),i,i
CCOC(=O)c1sc(NC(=S)NC(=O)c2ccccc2)nc1C,i,i
CCN(CC(=O)Nc1c(F)cccc1F)C(=O)c1csc2c1CCCC2,i,i
CCOC(=O)N1CCC(NC(=O)c2cc(C(=O)NC3CCN(Cc4ccccc4)CC3)ccc2CO)CC1,i,i
CCOc1ccc(C(=O)N(c2ccccn2)C2CCCCC2)cc1,i,i
Cn1ncc(Br)c1NC(=O)Nc1ccc(Cl)cc1,i,i
O=C(NC(Cc1ccc(F)cc1)C(=O)O)c1ccccc1 (centres undefined),i,i
COc1ccc(C(=O)C[n+]2ccc3c(c2)nc(-c2ccccc2)n3C)cc1,i,i
Cn1c(CSc2nc3ccc(Br)cc3[nH]2)nc2ccccc21,i,i
COc1cc(NC(=S)N2CCOCC2)c(OC)cc1Cl,i,i
CC(C)(C)C(=O)Nc1ccc(N2CCN(S(C)(=O)=O)CC2)cc1,i,i
O=C(CN1C(=O)c2ccccc2S1(=O)=O)NCCSCc1ccccc1Cl,i,i
CCC(=O)N(c1ccc(C(=O)O)cc1)c1nc(-c2ccc(OC)cc2)c(C)s1,i,i
COc1ccc(N2CCN(C(=O)c3cccc4nc(C)oc34)CC2)cc1,i,i
CC(=O)Nc1ccc(S(=O)(=O)N(C)CC(=O)OC(C)C(=O)NC2CCCC2)cc1 (centres undefined),i,i
COc1cc2c(cc1OC)C(C)=NCC2,13.7*,i
CC(C)CN(C(=O)COC(=O)CCC(=O)c1ccc(F)cc1)c1c(N)n(Cc2ccccc2)c(=O)[nH]c1=O,i,i
Cc1cc(C)c(NC(=S)NC(=O)c2ccc(-c3ccccc3)cc2)c(C)c1,i,i
CN(C)S(=O)(=O)c1ccc(S(=O)(=O)Nc2ccc3c(c2)oc2ccccc23)cc1,i,i
CCOC(=O)C1(Cc2cccc(Cl)c2)CCCN(C(=O)CCOC)C1 (centres undefined),i,i
COc1cc2c(cc1OC)C(COc1ccccc1OC)N(C(=O)c1ccco1)CC2 (centres undefined),i,i
CC1(C)C(=O)NCCN1C(=O)CCCC(=O)O,i,i
CC(c1nc2ccccc2c(=O)[nH]1)N1CCOCC1 (centres undefined),i,i
COC(=O)c1sccc1NC(=O)COc1ccc(Cl)cc1,i,i
O=C(CS(=O)(=O)c1ccccc1Cl)N1CCOCC1,i,i

Following part
canonical_smiles,CHT allo act,CHT block
O=C(Nc1ccc2oc(-c3cccnc3)nc2c1)c1cccnc1,i,i
Nc1nnc(-c2ccccc2Cl)s1,i,i
O=C(NC(=S)N1CCCc2ccccc21)c1ccc([N+](=O)[O-])cc1,i,i
CCOc1cc2c(C#N)c(N3CCOCC3)nc(N)c2c(N)n1,i,i
CC(=O)Nc1ccc(NC(=O)Cn2cnc(S(=O)(=O)N3CCOCC3)c2)cc1,i,i
COc1ccc(CNC(=O)CN2C(=O)COc3ccc(S(=O)(=O)N4CCCCC4)cc32)cc1,i,i
COCC(C)N1CCC(n2nccc2NC(=O)c2ccccc2Cl)CC1 (centres undefined),i,i
CCO[C@@H]1OC(C(=O)NC2CC2)=C[C@H](c2ccc(C(F)(F)F)cc2)[C@H]1CCCO,i,i
Cc1ccccc1-c1cc(-c2ccccc2O)n[nH]1,i,i
Cc1cc(NC(=O)c2ccccc2C)no1,i,i

Arranged by formula weight (highest first): some entries from above.
canonical_smiles,CHT allo act,CHT block
COc1ccc(CNC(=O)CN2C(=O)COc3ccc(S(=O)(=O)N4CCCCC4)cc32)cc1,i,i
CC(=O)Nc1ccc(NC(=O)Cn2cnc(S(=O)(=O)N3CCOCC3)c2)cc1,i,i
O=C(Nc1ccc2oc(-c3cccnc3)nc2c1)c1cccnc1,i,i

Next entries:
canonical_smiles,CHT allo act,CHT block
CC(=O)c1ccc(N2CCN(C(=O)c3cc4c(-c5ccccc5F)nn(C)c4s3)CC2)cc1,i,i
CN1CCCC(OC(=O)c2cc(F)c(F)c(F)c2F)C1 (centres undefined),i,i
Cc1ccc(/C=C/C(=O)c2ccccc(=O)c2O)c(C)c1,i,i
COc1ccc(S(=O)(=O)CCC(=O)N2CCN(c3ccc([N+](=O)[O-])cc3)CC2)cc1,i,i
Cc1cc(C)nc(NC(=O)c2c(-c3ccccc3Cl)noc2C)n1,i,i
Cc1cc(NC(=O)CSc2nc(=O)cc(N)n2-c2ccc(C)c(C)c2)no1,i,i
COc1ccc(CNC(=O)COC(=O)CCOc2ccc(C)cc2)cc1,i,i
CSc1nn2cc(CCN3CCOCC3)c(-c3ccc(F)cc3)nc2c1C#N,i,i
NS(=O)(=O)c1ccc(NC(=O)c2cccc(N3C(=O)c4ccccc4C3=O)c2)cc1,i,i
CSc1nc(N)c2c(n1)OC(N)=C(C#N)C2c1cccnc1 (centres undefined),i,i
